High-throughput results: PubChem BioAssay, National Center for Advancing Translational Sciences (NCATS)
Abeta rescue: qHTS for compounds that reverse cellular toxicity of Amyloid beta (A-beta) peptide in yeast: Primary Screen | yeast expressing A-beta42, growth rescue, OD600, 48 h; response scale: 0% DMSO, 100% iron-clioquinol control | Potency, µM (highest dose often 46.1 µM), for the others: at the highest dose growth rescue, hits mostly activators | 410,000 tested, 0.063% active; also: potency is read from the fitted curve at half-maximal effect; nearly all actives have a fitted effect of over 55% in size
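Yeast growth medium received pinned compounds, then yeast cells expressing toxic A-beta were added; plates incubated at 30 C for 48 hr. Growth read as absorbance at 600 nm, normalized to DMSO and equimolar FeCl3 plus clioquinol controls.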
GLP1R inv ag: qHTS of GLP-1 Receptor Inverse Agonists (Inhibition Mode) | Glucagon-like peptide 1 receptor (Homo sapiens), P43220 | HEK293 GLP-1R CRE-luciferase, luminescence, 24 h; GLP-1R form is constitutively active | Potency, µM (series often up to 38.3 µM), for inactives: top-dose activity change, negative = inhibition, most hits filed as inhibitors | 410,000 tested, 1.6% active | AID 624417, 2012; also: potency is read from the fitted curve at half-maximal effect; % is scaled to controls: 0 for no effect and ±100 for the full control effect; nearly all actives have a fitted effect of over 55% in size
Target sequence (P43220 whole entry, looked up): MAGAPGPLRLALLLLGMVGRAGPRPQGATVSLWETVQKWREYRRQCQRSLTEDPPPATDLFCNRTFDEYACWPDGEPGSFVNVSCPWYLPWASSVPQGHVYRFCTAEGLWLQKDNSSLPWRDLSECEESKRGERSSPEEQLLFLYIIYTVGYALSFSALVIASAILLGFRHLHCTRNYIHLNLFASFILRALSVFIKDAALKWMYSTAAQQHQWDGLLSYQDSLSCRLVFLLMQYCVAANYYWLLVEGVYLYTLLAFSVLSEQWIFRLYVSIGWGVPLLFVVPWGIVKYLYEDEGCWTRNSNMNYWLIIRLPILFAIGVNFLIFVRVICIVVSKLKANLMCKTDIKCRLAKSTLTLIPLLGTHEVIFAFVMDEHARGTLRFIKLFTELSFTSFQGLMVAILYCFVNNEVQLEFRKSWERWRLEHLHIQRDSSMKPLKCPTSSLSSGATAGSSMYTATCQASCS
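Inverse agonists were sought by their lowering of basal cAMP reporter luciferase output in HEK293 cells stably carrying constitutively active human GLP-1R, after 24 h compound treatment.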
Mm-Cpn inhibitor: Inhibitors of TCP-1 ring complex (TRiC) of Methanococcus maripaludis (MmCpn): qHTS | Chaperonin Mm-Cpn (Methanococcus maripaludis) | purified Mm-Cpn ATPase, ADP Transcreener TR-FRET | Potency, µM (doses to about 76.9 µM), for inactives: top-dose activity, negative = inhibition, actives largely listed as inhibitors | 330,000 tested, 0.031% active; also: potency is read from the fitted curve at half-maximal effect; % is scaled to controls: 0 for no effect and ±100 for the full control effect; nearly all actives have a fitted effect of over 80% in size
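Quantitative HTS used 25 nM Mm-CPN and 10 uM ATP in magnesium/KCl Tris buffer, pH 7.4, with 1 mM DTT. Hydrolysis ran 30 min at 37°C; ADP was read by HTRF.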
GLP1R cytotox: qHTS of GLP-1 Receptor Inverse Agonists: Cytotox Screen | HEK293 cAMP-luciferase reporter cells, luminescence, 24 h | Potency, µM (titrated, usually from 38.3 µM), inactives show at the highest dose activity change, negative = inhibition, hits mostly inhibitors | 410,000 tested, 0.13% active | AID 624418, 2012;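 also: loss of luciferase light is scored as toxicity; potency is read from the fitted curve at half-maximal effect; % is scaled to controls: 0 for no effect and ±100 for the full control effect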
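1536-well qHTS counterscreen of the MLSMR; 200 cells/uL, 12 h pre-incubation, 23 nL cpd, 24 h at 37 deg C 5% CO2, luciferase detection reagent, 12 min RT, luminescence. Inhibition = undesired.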
Akt phos inh: HTS Assay for Inhibitors of Akt Phophorylation: Primary Screen | Neuro2A IGF-stimulated pAkt S473 HTRF, 20 min; stronger effect = lower value | activity change, % for hits at 50 µM | 360,000 tested, 0.32% active | AID 651550, 2012; in the data active = activity change below about -80%; inconclusive = mostly about -51% to -80%; also: % is scaled to controls: 0 for no effect and ±100 for the full control effect
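Neuro2A cells in DMEM with 0.5% FBS, overnight at 37 deg C, given compound at single 50 µM final, then IGF (6 nM final) for 20 min at 37 deg C. Lysed; phospho-Akt Ser473 by HTRF after 24 h, 665/615 ratio.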
aSyn rescue: qHTS of alpha-syn Inhibitors; Yeast expressing alpha-synuclein, growth rescue, BacTiter-Glo, 24 h; Potency, µM (titrated, usually from 46.1 µM), inactives show at the highest dose growth rescue (activation), most hits filed as activators; 370,000 tested, 0.14% active; AID 652106, 2013; also: potency is read from the fitted curve at half-maximal effect; % of control where 0% means no effect; nearly all actives have a fitted effect of over 65% in size
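Rescue of yeast growth: cells expressing toxic alpha-synuclein, induced in galactose at OD600 0.02, incubated with compound 24 h at 30 C. ATP luminescence quantified growth; inhibitors of toxicity appear as activators.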
TDP-43 yeast inh: qHTS of TDP-43 Inhibitors; AID 652104, 2013; TDP-43 expressing yeast growth rescue, BacTiter-Glo, 24 h; Potency, µM (series often up to 46.1 µM), inactives show top-dose growth rescue (activation), most hits filed as activators; 410,000 tested, 1.8% active; also: potency is read from the fitted curve at half-maximal effect; % of control where 0% means no effect; nearly all actives have a fitted effect of over 50% in size
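Readout is BacTiter-Glo luminescence of cell growth, so inhibitors register as activators. TDP-43-expressing yeast at OD600=0.02 in galactose medium, after raffinose pregrowth to mid-log, were incubated with compound for 24 hr at 30 deg C.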
FUS suppressor: qHTS for Suppressors of FUS Proteinopathy: Primary screen using FUS-linked yeast assay; S. cerevisiae FUS-expressing, growth rescue, OD600, 24 h; Potency, µM (titrated, usually from 76.6 µM), without a hit: top-dose growth rescue (activation), actives largely listed as activators; 390,000 tested, 0.24% active;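 also: potency is read from the fitted curve at half-maximal effect; plate controls were DMSO vehicle for no effect and reference control for full effect; nearly all actives have a fitted effect of over 55% in size; some results filed as inactive show a strong effect at the top dose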
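Steps: raffinose overnight preculture; dilution to OD 0.005 in 2% galactose minimal medium; compound addition (concentration series); 24hr at 30C, 99% humidity; absorbance read at 600 nm.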
PTHR1 ag: qHTS for PTHR1 Agonists: Primary Screen; Parathyroid hormone/parathyroid hormone-related peptide receptor (Homo sapiens), Q03431; HEK293 GP2 PTHR1 cells, GloSensor cAMP luminescence, 1 h; Potency, µM (doses to about 115 µM), inactives show top-dose activation, actives largely listed as activators; 410,000 tested, 0.075% active; AID 743266, 2014; also: potency is read from the fitted curve at half-maximal effect; nearly all actives have a fitted effect of over 55% in size; some results filed as inactive show a strong effect at the top dose; inactives centre near -15; many of its hits are not listed in these tables
Target sequence (Q03431 whole entry, looked up): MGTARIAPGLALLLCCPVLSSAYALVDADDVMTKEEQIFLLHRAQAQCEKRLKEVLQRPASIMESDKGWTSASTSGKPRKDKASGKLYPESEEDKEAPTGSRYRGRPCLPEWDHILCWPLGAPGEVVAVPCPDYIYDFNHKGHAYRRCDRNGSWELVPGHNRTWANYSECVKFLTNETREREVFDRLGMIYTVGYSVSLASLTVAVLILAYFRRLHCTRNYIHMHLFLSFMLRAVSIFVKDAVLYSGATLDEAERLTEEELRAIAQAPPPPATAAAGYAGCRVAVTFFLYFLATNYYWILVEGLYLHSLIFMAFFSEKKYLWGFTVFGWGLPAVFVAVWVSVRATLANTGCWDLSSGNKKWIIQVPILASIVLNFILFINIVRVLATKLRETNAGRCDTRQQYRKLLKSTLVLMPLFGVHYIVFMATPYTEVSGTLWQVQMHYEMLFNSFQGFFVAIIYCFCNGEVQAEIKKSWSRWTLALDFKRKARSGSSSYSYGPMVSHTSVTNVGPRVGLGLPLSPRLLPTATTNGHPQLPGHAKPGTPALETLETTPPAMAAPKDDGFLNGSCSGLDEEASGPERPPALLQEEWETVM
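HEK-293-derived GP2 cells expressing PTHR1 and a GloSensor cAMP reporter, 3,000/well, plated overnight, given luciferin plus IBMX (each 0.5 mM as added) for 1 h at 37 °C, then compound for 1 h at 37 °C. Luminescence was read after 15 min at room temperature.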
* = called active by the depositor; i = inactive; ? = inconclusive; . = no result given; & = joins results of further samples; [ ] = dose if it differs, or a comment. Unless noted, calls follow the shape of the dose curve; as a rule, active = well fitted curve in the direction sought with a large enough effect; inconclusive = small, poorly fitted or top-dose-only effect, or another doubt; inactive = no such curve, though single readings can be large; an effect the other way counts as inactive or inconclusive. This is a subset; rates above refer to the full screens.

item | Structure | Abeta rescue | GLP1R inv ag | Mm-Cpn inhibitor | GLP1R cytotox | Akt phos inh | aSyn rescue | TDP-43 yeast inh | FUS suppressor | PTHR1 ag
1 | O=C(O)c1cc(S(=O)(=O)NCC2CCCO2)ccc1Cl (configuration not stated) | 1% | 0% | 0% | 21% | i | 2% | 5% | 22% | -18%
2 | CN(C)c1ccc(C(=O)c2ccc(O)cc2O)cc1 | -29% | -8% | 2% | 12% | i | -3% | 27% | 3% | -10%
3 | COc1ccc(COc2ccc3ccc(=O)oc3c2)cc1 | 8% | 27% | 3% | 22% | i | 8% | ? | -16% | -32%[inhibitor]
4 | Cc1ccc(C)c(S(=O)(=O)/N=C(/Nc2ccccc2)c2ccccc2)c1 | -15% | 10µM* | 2% | -2% | i | 1% | 29% | 5% | -24%
5 | Cc1ccc(Cn2c(=O)c3ccccc3n3c(CCC(=O)O)nnc23)cc1 | 4% | 9% | . | 6% | i | -1% | 25% | -8% | ?
6 | Cc1nn(Cc2ccccc2Cl)c(C)c1C(=O)NC1=NCCS1 | -8% | -36% | -3% | -14% | i | -13% | 14% | 13% | -8%[57.5 µM]
7 | CCOC(=O)c1sc(NC(=O)CCN2C(=O)c3ccccc3C2=O)c(C(=O)OCC)c1C | -19% | 11% | ? | -12% | i | -13% | 1% | . | 11%
8 | COc1cc(NC(=O)c2cccnc2)ccc1NC(=O)c1ccccc1Cl | 22% | 16% | -2% | 4% | i | 2% | ? | 10% | -6%
9 | O=C(NCC(c1cccnc1)N1CCOCC1)C(=O)Nc1cccc(Cl)c1 (configuration not stated) | 8% | -12% | . | -2% | . | . | 16% | -7% | -7%
10 | CCOC(=O)N1CCN(S(=O)(=O)N2CCCC(C(=O)NCCCN3CCCCC3CC)C2)CC1 (configuration not stated) | 6% | 20% | 2% | 2% | i | 9% | 4% | 14% | -14%
11 | COc1ccccc1N1CCN(C2CCCN(C(=O)CCC(=O)N(C)C)C2)CC1 (configuration not stated) | -3% | -12% | 0% | 2% | i | 4% | 7% | -2% | i
12 | CCN1C(=O)[C@H]2[C@H]3CN=C(SCc4ccc(Cl)cc4)N3[C@@](C)(C(=O)OC)[C@H]2C1=O | -2% | 6% | -1% | -6% | i | 12% | 10% | -25% | -45%[inhibitor]
13 | CCCNC(=O)CN(C)S(=O)(=O)c1c(C)cc(C)cc1C | 0% | 10% | 2% | 4% | i | -1% | 1% | -13% | -23%
14 | C1=C(N2CCOCC2)/C(=C/c2nc3ccccc3[nH]2)CC1 | -2% | 10% | 1% | 74%[activator] | i | 4% | 7% | 19% | i
15 | Cn1c(=O)cc(OCC(=O)NCCCN2CCN(c3ccccc3F)CC2)c2ccccc21 | 0% | -12% | -1% | -12% | i | -7% | 24% | 14% | -5%[57.5 µM]
16 | CCCOc1ccc(-c2nn(-c3ccccc3)cc2/C=C2\SC(N)=NC2=O)cc1 | -5% | 5% | -9% | 0% | i | 2% | 9% | 1% | i
17 | Cc1cc(Cl)ccc1NC(=O)CCCN1C(=O)CCC1=O | -9% | 0% | -1% | -3% | i | 2% | -8% | 1% | i
18 | CN(Cc1c(C(=O)N/N=C/c2cccs2)nnn1-c1nonc1N)c1ccccc1 | 5% | ? | -3% | -7% | i | 1% | -2% | 40% | -13%
19 | Cc1ccc(C)n1-c1nn(S(=O)(=O)c2ccccc2)c2cccc(F)c12 | -22% | ? | 0% | 23% | i | -15% | -21% | 11% | i
20 | Cc1ccc(-c2[nH]ncc2/C=N/n2c(COc3ccccc3C)nc3ccccc3c2=O)cc1 | 7% | ? | -1% | 9%[1.53 µM] | i | 3% | -10% | ? | i
21 | COc1cccc(-c2cc3nc(-c4ccccc4)cc(N4CCCC(O)C4)n3n2)c1 (configuration not stated) | -57%[inhibitor] | ? | -16% | 1% | i | -8% | ? | 34% | i
22 | Cc1ccccc1/C=N/NC(=O)CSc1nc2ccccc2o1 | 11% | -25% | 1% | -27% | i | 0% | 12% | -2% | -6%
23 | O=C(CC(CC(=O)c1ccccc1)c1ccncc1)c1ccccc1 | ? | 0% | . | -11% | i | 6% | -17% | -4% | -13%
24 | O=C(NCC(c1cccs1)N1CCOCC1)c1ccc(Br)o1 (configuration not stated) | 5% | ? | . | -20% | i | 0% | 7% | 6% | i
25 | O=C(C1CC1)N1CCc2cc(Br)cc(S(=O)(=O)NCc3ccccn3)c21 | -4% | 1% | -4% | -13% | i | -2% | -6% | 10% | -47%[inhibitor]
26 | COc1cc(C(=O)OCC(C)=O)ccc1OCc1c(C)noc1C | -1% | -24% | 1% | -17% | i | 0% | 18% | -3% | i
27 | CS(=O)(=O)NNC(=O)c1sccc1OCc1ncc(C(F)(F)F)cc1Cl | -8% | -27% | -3% | ? | i | 2% | 14% | 4% | i
28 | Cc1ccc(NC(=O)CSCc2cc(=O)n3ccsc3n2)c(C)c1 | 2% | 15% | 1% | 2% | i | 0% | 8% | -8% | -6%
29 | CC1CCN(C(=O)CNC(=O)c2ccc(Br)o2)CC1 | -13% | 4% | -2% | 10% | i | 0%[1.84 µM] | -8% | -2% | i
30 | Cc1c(CN2CCC(n3nccc3NC(=O)C3CC3)CC2)[nH]c2ccccc12 | 8% | ? | -7% | 3% | i | 2% | -3% | -4% | -2%
31 | COc1ccccc1/C=N/NC(=O)c1cc2c(OC)c(OC)ccc2[nH]1 | -10% | ? | -5% | -29% | i | -1% | 15% | -11% | i
32 | COC(=O)c1cc(Cl)c(NC(=O)/C=C/c2ccc(Cl)cc2Cl)cc1OC | -15%&-2% | 19%&-8% | -2% | 5%&-16% | i | 1% | 24%&-1% | -13%&21% | i
33 | O=C(C1CCN(S(=O)(=O)c2ccccc2F)CC1)N1CCc2ccccc21 | 4% | -29% | -1% | 7% | i | 15% | 13µM* | 27% | -45%[inhibitor]
34 | CC(=O)c1ccc(NC(=O)Nc2ccc3snnc3c2)cc1 | -9% | -27% | . | -17% | . | -4% | 10% | -3% | -6%
35 | Cc1nn(C)c(C)c1CN(C)C(=O)CCCC(=O)O | 3% | 16% | -2% | 12% | i | -4% | -9% | 21% | i
36 | COc1c(Br)cc(Br)cc1/C=N/NC(=O)c1ccncc1 | -16% | -20% | -2% | 6% | i | -16% | -19% | 11% | i
37 | COc1ccc(N2C(=O)C(CN3CCCCC3)C2c2ccccc2)cc1 (configuration not stated) | 6% | ? | 2% | -5% | i | 2% | 2% | 5% | 0%
38 | Cc1ccc(SC(C)c2nc(-c3cccnc3)no2)cc1 (configuration not stated) | -12% | ? | 1% | 13% | i | ? | ? | 10% | i
39 | Oc1ccc(-c2sc(Nc3ccccc3)n[n+]2-c2ccc(F)cc2)cc1 | -5% | 7% | 40µM* | -2% | i | -1% | -1% | -22% | i
40 | COCCNC(=O)C1(C)CCCN(C(=O)c2ccc(C#N)cc2)C1 (configuration not stated) | -5% | 34%[activator] | . | -18% | i | 5% | 18% | -21% | -22%

Whole records from above. Values in the order: Abeta rescue, GLP1R inv ag, Mm-Cpn inhibitor, GLP1R cytotox, Akt phos inh, aSyn rescue, TDP-43 yeast inh, FUS suppressor, PTHR1 ag
`Oc1ccc(-c2sc(Nc3ccccc3)n[n+]2-c2ccc(F)cc2)cc1` reads -5%, 7%, 40µM*, -2%, i, -1%, -1%, -22%, i
`COCCNC(=O)C1(C)CCCN(C(=O)c2ccc(C#N)cc2)C1` (configuration not stated) reads -5%, 34%[activator], ., -18%, i, 5%, 18%, -21%, -22%

New compounds follow
item | Structure | Abeta rescue | GLP1R inv ag | Mm-Cpn inhibitor | GLP1R cytotox | Akt phos inh | aSyn rescue | TDP-43 yeast inh | FUS suppressor | PTHR1 ag
41 | CC(C)(CNC(=O)c1ccc(NS(=O)(=O)c2ccc(F)cc2)cc1)N1CCOCC1 | -4% | -2% | -3% | 6% | i | -4% | 11% | . | -2%
42 | CC(NC(=O)CN(C)S(=O)(=O)c1cccc2nsnc12)c1ccccc1 (configuration not stated) | -10% | 2% | 0% | -4% | i | 8% | 11% | -4% | i
43 | CCOc1ccc(C2c3cc(OCC)c(OCC)cc3CC(=O)N2c2ccc(C(=O)O)cc2)cc1OCC (configuration not stated) | -19% | 13% | . | 1% | . | . | -2% | ? | -22%
44 | CCOc1ccc(N(C(=O)c2cc3ccccc3oc2=O)C2C=CS(=O)(=O)C2)cc1 (configuration not stated) | 20% | 15%[0.307 µM] | -2% | 0%[0.307 µM] | i | 4% | 9% | -8% | i
45 | [O-]/C(=C(\C(=S)NCc1ccccc1)[n+]1ccccc1)c1ccc(Cl)cc1 | -2% | -4% | -5% | -7% | i | 0% | 2% | 33% | i
46 | O=C(Nc1ccc2c(c1)OCCO2)C(=O)c1c[nH]c2ccccc12 | -13% | ? | -7% | -29% | i | 1% | -24% | 9% | -39%
47 | CC1(C)CC(=O)CC(=Nc2ccc3[nH]c(=O)[nH]c3c2)C1 | 11% | 0% | 0% | 5% | i | -2% | -17% | -1% | i
48 | COc1ccccc1C(=O)NC(=O)COC(=O)C1CC1C (configuration not stated) | 3% | 17% | 0% | 9% | i | 0% | 17% | 16% | -24%
